Screens: PubChem BioAssay, several laboratories
SMARCA2 act: activators of SMARCA2 function; MG213 cells, MMTV-luciferase reporter, dexamethasone, overnight; activation, % at 9.1 µM; hit rate 1% among 370,000; AID 652017; in the data active means activation above about 7.8%;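 further: 0% = vehicle wells and 100% = reference activator wells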
NPR1 activator: GC-A (human) enzyme activation. P16066. HEK293 GC-A cells, cGMP TR-FRET, EC30 ANP; 0% at EC30 ANP, 100% saturating ANP. activation, % at 10 µM. hit rate 0.14% among 370,000; in the data active means activation above about 40%
mABHD4 FP: inhibitors of mouse ABHD4. inhibition, % at 8.92 µM. AID 720543. purified mABHD4, FP-Rh probe fluorescence polarization. Q8VD66. hit rate 0.54% among 370,000;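 active means inhibition exceeding the mean over every tested compound plus 3 SD, cut at about 30% in these data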;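 further: 0% = plate median of compound wells and 100% = S159A mutant with DMSO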
Target sequence (Q8VD66 whole entry, looked up): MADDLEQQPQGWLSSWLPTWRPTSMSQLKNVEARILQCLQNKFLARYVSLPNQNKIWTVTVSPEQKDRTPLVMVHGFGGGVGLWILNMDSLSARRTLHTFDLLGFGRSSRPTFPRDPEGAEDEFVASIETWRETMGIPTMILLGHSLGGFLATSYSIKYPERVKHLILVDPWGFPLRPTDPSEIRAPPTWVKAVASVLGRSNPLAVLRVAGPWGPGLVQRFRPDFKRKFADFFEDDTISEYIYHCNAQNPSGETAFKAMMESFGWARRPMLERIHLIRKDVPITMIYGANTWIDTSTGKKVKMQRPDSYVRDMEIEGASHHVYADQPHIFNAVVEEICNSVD
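Assay system: wild-type mouse ABHD4 protein; compound: single nominal dose of 8.92 µM, 0.89% DMSO final; schedule: 45 min + 60 min at 25 °C; measured by: FP readout, ex 525 nm / em 598 nm; evaluation: % inhibition of FP-Rh probe binding versus controls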
PG9 Ab binder: small molecules binding HIV-1 gp120 antibody PG9; TR-FRET gp120-PG9 antibody binding; inhibition, % at 6.7 µM; hit rate 0.43% among 360,000; in the data active means inhibition above about 8.5%
NPR2 activator: GC-B (human) receptor activation; HEK293-GC-B cells, CNP EC30, cGMP TR-FRET; 0% at EC30 CNP, 100% saturating CNP; AID 1920062; activation, % at 10 µM; hit rate 0.11% among 370,000; P20594;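 active means activation at 10 µM reaching about 35% in either raw or pattern-adjusted values, limit read from the data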
HTRA1 inh: HTRA1 (human) protease inhibition; Q92743; recombinant HTRA1, FP-rhodamine activity-based probe, fluorescence polarization; inhibition, % at 5.96 µM; hit rate 0.5% among 340,000; AID 504803; in the data active means inhibition above about 36%;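 further: 0% = enzyme with DMSO and 100% = wells lacking enzyme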
Target sequence (Q92743 whole entry, looked up): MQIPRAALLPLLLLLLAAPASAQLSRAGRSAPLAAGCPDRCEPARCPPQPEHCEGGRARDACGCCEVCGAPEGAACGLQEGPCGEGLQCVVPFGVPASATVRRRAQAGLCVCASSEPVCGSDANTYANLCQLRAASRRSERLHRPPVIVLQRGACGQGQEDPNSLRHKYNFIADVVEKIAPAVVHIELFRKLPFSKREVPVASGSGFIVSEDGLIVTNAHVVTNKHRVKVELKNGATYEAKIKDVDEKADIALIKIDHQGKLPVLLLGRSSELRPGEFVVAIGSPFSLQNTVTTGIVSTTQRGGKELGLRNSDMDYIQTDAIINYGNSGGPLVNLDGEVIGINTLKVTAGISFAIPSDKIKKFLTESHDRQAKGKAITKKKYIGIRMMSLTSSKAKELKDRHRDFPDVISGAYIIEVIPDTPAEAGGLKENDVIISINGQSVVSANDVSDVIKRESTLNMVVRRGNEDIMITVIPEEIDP
rCAG RNA binder: r(CAG) repeat RNA binding | TO-PRO-1 dye displacement fluorescence | inhibition, % at 3 µM | hit rate 1.3% among 370,000 | AID 651821;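 active means inhibition above the plate cutoff, the mean of all test compounds on that plate plus 3 SD, cut at about 35% in these data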;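 further: 0% = DMSO alone and 100% = 100 µM mitoxantrone as full dye displacement; higher means more dye released from RNA so lower well fluorescence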
ASAP1 inh: ASAP1 ArfGAP inhibition. ASAP1-stimulated ARF1 GTP hydrolysis, GDP FP detection. inhibition, % at 16.5 µM. AID 624377. hit rate 0.19% among 360,000. Q9ULH1; in the data active means inhibition above about 25%;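 further: 0% = vehicle with enzyme and substrate and 100% = no enzyme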
Rev-erbA mod: modulates human Rev-erb alpha binding to DNA. Rev-erbα–FITC-DNA binding, fluorescence polarization, 90 min. activity, % at 10 µM. hit rate 0.79% among 370,000. AID 1259318;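 active means activity above about 14%, limit read from the data; passing the limit was not always enough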;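 further: 0% = DMSO wells with 35 nM protein and 100% = DMSO wells with 750 nM protein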
ARFGAP1 inh: inhibitors of rat ARFGAP1 | Q62848 | Arfgap1-stimulated ARF1 GTP hydrolysis, GDP FP detection | inhibition, % at 16.5 µM | hit rate 0.26% among 360,000 | AID 651572;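 active means inhibition above a per-plate limit, mean inhibition of low control wells plus 3 SD, cut at about 25% in these data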;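 further: 0% = DMSO wells with enzyme and 100% = wells lacking Arfgap1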
Target sequence (Q62848 1-136 limits assumed): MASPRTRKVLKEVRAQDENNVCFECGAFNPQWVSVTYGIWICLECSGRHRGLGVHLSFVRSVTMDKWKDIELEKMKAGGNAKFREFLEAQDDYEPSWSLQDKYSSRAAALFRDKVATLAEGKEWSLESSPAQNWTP
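Material: truncated rat Arfgap1 GAP domain; Incubation: compound-enzyme preincubation 20 min, reaction 120 min, detection 60 min, 25 °C; Read-out: percent inhibition of Arfgap1-stimulated GTP hydrolysis; Technique: FP, GDP Alexa 633 tracer displaced from anti-GDP antibody, 620/688 nm; Controls: No-Arfgap1 wells (100%) versus DMSO full-reaction wells (0%); Replication: single well per compound.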
* = called active by the depositor; . = no result given. Hits appear at their usual frequency; any-hit rate near 4.4%.

SMILES	SMARCA2 act	NPR1 activator	mABHD4 FP	PG9 Ab binder	NPR2 activator	HTRA1 inh	rCAG RNA binder	ASAP1 inh	Rev-erbA mod	ARFGAP1 inh
CCn1c(SCC(=O)NCc2ccco2)nc2cccnc21	-3	2	6	1.5	2	1	-5	-2	0	-8
COCCCN1C(=O)CC(C(=O)OC)=C1C	2	0	2	1.0	-2	2	-3	-4	2	7
CC1CC(=O)N(Cc2ccccc2)c2ccccc2N1C=O (stereo unspecified)	-3	1	0	2.3	4	1	1	-5	0	12
O=C(CSc1ccc(-c2ccccn2)nn1)c1ccccc1	3	1	-3	-0.3	-2	4	-5	-10	-1	4
Cc1cc(C)c(S(=O)(=O)N2CCN(C)CC2)c(C)c1	3	3	7	-2.5	4	3	0	10	-2	-2
Cc1[nH]c2ccccc2c1SCC(=O)N1CCCCCC1	-1	2	-5	-1.2	1	7	-5	13	-4	14
C[C@H](CO)N1C[C@H](C)[C@H](CN(C)C(=O)Nc2ccc(C(C)(C)C)cc2)OCc2cnnn2CCCC1=O	-2	5	7	0.6	2	3	22	1	4	4
COc1ccc(C(=O)OCCN=C2NS(=O)(=O)c3ccccc32)cc1OC	-3	0	-6	-0.9	-3	4	8	0	-2	10
Fc1c(CSC(=S)N2CCOCC2)cccc1CSC(=S)N1CCOCC1	-4	4	-5	0.2	3	1	0	4	2	0
Cc1cc([N+](=O)[O-])nn1Cc1ccc(C(=O)N/N=C/c2ccc(N(C)C)cc2)cc1	1	-8	10	-7.3	-7	-2	4	2	0	-6
Cc1ccc(/C=N/NC(=O)C[n+]2ccccc2)s1	-4	-2	2	-1.3	-2	5	-4	13	7	4
C/C(=N/N1CCN(Cc2cccc3ccccc23)CC1)c1cccnc1	-5	2	-2	-1.9	3	-2	-4	-9	7	14
CC[C@H](C)[C@@H](CN[C@H](CCCCNC)CNC)NCC1CCCC1	0	1	4	1.0	4	4	4	-1	-1	2
O=C(CCN1C(=O)c2ccccc2C1=O)N1CCC(c2ccccc2)C1 (stereo unspecified)	-3	0	1	-1.6	3	4	-4	-4	6	4
O=S(=O)(c1ccc(Oc2ccccc2)cc1)N1CCOCC1	-2	5	0	3.0	2	1	-8	-2	5	-6
CC(=O)N1CCc2c(sc(NC(=O)c3ccc(S(=O)(=O)N(C)C)cc3)c2C#N)C1	-4	1	0	0.0	-9	0	32	3	-7	15
O=C(C1=C(O)C(=O)N(c2ncccn2)C1c1cccs1)c1ccco1 (stereo unspecified)	0	-3	7	0.6	4	17	0	-9	2	3
CCO[C@@H]1OC(C(=O)Nc2ccccc2)=C[C@H](c2coc3ccccc3c2=O)[C@H]1CCCO	1	-6	-17	-0.8	-5	-22	1	17	-4	3
NS(=O)(=O)c1ccc(NC(=S)N2CCN(S(=O)(=O)c3ccc(F)cc3)CC2)cc1	0	0	8	-0.7	2	.	5	7	-3	0
O=C1c2ccccc2C(=O)N1CCC1(O)C(c2ccccc2)=Nc2ccccc21 (stereo unspecified)	1	1	0	-1.3	0	-1	-1	-1	-9	-7
O=C(CC(Nc1ccccc1Cl)C(=O)OCC(=O)c1cccs1)c1ccccc1 (stereo unspecified)	1	-2	-8	-4.8	1	-9	20	-7	0	6
Clc1cccc(CN2CCc3c([nH]c4ccccc34)C2)c1	5	-5	0	0.1	-1	-11	6	6	-2	4
COc1ccc(C2CC(c3ccccc3)=NN2C(=O)COC(=O)c2cnc(Cl)c(Cl)c2)cc1 (stereo unspecified)	0	23	-1	-0.8	12	0	-1	1	22	9
CCOC(=O)C(CC)Sc1ccc2nnc(-c3cccnc3)n2n1 (stereo unspecified)	0	-1	0	-0.1	-4	4	-3	-7	1	-8
CC(C)CC(C(=O)NCc1ccccn1)N1C(=O)c2ccccc2C1=O (stereo unspecified)	-1	0	-4	-2.0	-2	-5	-5	-6	4	-4

Arranged by length of the SMILES (rising): 3 of the compounds above.
SMILES	SMARCA2 act	NPR1 activator	mABHD4 FP	PG9 Ab binder	NPR2 activator	HTRA1 inh	rCAG RNA binder	ASAP1 inh	Rev-erbA mod	ARFGAP1 inh
Cc1cc(C)c(S(=O)(=O)N2CCN(C)CC2)c(C)c1	3	3	7	-2.5	4	3	0	10	-2	-2
Cc1cc([N+](=O)[O-])nn1Cc1ccc(C(=O)N/N=C/c2ccc(N(C)C)cc2)cc1	1	-8	10	-7.3	-7	-2	4	2	0	-6
CCO[C@@H]1OC(C(=O)Nc2ccccc2)=C[C@H](c2coc3ccccc3c2=O)[C@H]1CCCO	1	-6	-17	-0.8	-5	-22	1	17	-4	3

The listing picks up, starting 2 compounds before the break.
SMILES	SMARCA2 act	NPR1 activator	mABHD4 FP	PG9 Ab binder	NPR2 activator	HTRA1 inh	rCAG RNA binder	ASAP1 inh	Rev-erbA mod	ARFGAP1 inh
CCOC(=O)C(CC)Sc1ccc2nnc(-c3cccnc3)n2n1 (stereo unspecified)	0	-1	0	-0.1	-4	4	-3	-7	1	-8
CC(C)CC(C(=O)NCc1ccccn1)N1C(=O)c2ccccc2C1=O (stereo unspecified)	-1	0	-4	-2.0	-2	-5	-5	-6	4	-4
O=C(c1cccc(S(=O)(=O)N2CCN(c3ccc(F)cc3)CC2)c1)N1CCN(c2ccccc2O)CC1	0	-3	-2	-3.2	3	4	8	3	1	2
CC(OC(=O)CC1CCCCC1)C(=O)Nc1ccc(F)cc1 (stereo unspecified)	0	4	-4	-0.6	4	-6	-3	-7	-4	4
COC(=O)CCc1c(C)c(C(=O)c2ccco2)c2ccccn12	1	1	5	7.2	-3	-2	0	-3	1	7
Cn1c(SCc2nnc(-c3ccccc3)o2)nc2ccccc21	-4	1	-6	3.9	-5	3	5	-1	-6	2
Cc1cc(SC#N)cc(C)c1NC(=O)CCl	6	18	5	1.3	19	0	1	7	2	10
COc1ccc(S(=O)(=O)N2CCC(N3CCN(Cc4ccccc4)CC3)CC2)cc1	1	0	17	-0.9	-2	2	-10	6	-1	4
COc1cccc(NC(=O)CSc2nc3c(c(=O)n2C)SC(C)C3)c1 (stereo unspecified)	-2	-6	-2	-0.4	-7	-1	4	-6	1	-1
CC1CCCCN1C(=O)CSc1nnc(Cc2ccccc2)n1C (stereo unspecified)	-1	1	-7	1.2	-5	4	-6	-4	3	5
CCn1cc(C(=O)N2CCCC2)c(=O)c2cc(S(=O)(=O)N(C)C)ccc21	-1	-2	0	0.8	3	-2	1	-3	1	1
O=c1c(-c2ccc(O)cc2)coc2cc(O)cc(O)c12	9.0*	0	2	-0.7	-3	-2	-1	2	2	.
CC[n+]1c(/C=C2/C=C(C)CC(C)(C)C2)sc2ccc(OC)cc21	-2	-8	-3	-2.3	-6	8	8	12	8	5
CCOC(=O)Cc1c[nH]c2ccc([N+](=O)[O-])cc12	-2	1	3	-0.6	-5	-2	1	0	-6	1
CCN(CC)S(=O)(=O)c1ccc(NC(=O)CN(c2ccc(OC)cc2OC)S(C)(=O)=O)cc1	-2	3	-1	-1.5	-1	1	2	-14	4	2
Cc1ccc2[nH]c(=O)c(COC(=O)C3CCCO3)cc2c1 (stereo unspecified)	1	4	4	0.2	-3	9	-3	-1	-4	0
CS(=O)(=O)Nc1ccc(-c2cnc3cccnn23)cc1	-2	7	-9	-0.6	1	.	0	-3	4	1
O=C(CCN1CCOCC1)NC12CC3CC(CC(C3)C1)C2	3	0	1	-1.6	3	5	-2	0	7	4
COc1ccc(Nc2nc(Cl)nc(NCc3ccco3)n2)cc1	-2	24	1	2.1	22	-4	4	-13	2	9
COc1ccc(NC(=O)Nc2cccc3c2O[C@H](CN(C)S(=O)(=O)c2cn(C)cn2)[C@@H](C)CN([C@H](C)CO)C3=O)cc1	-1	2	5	0.0	4	-3	0	1	-5	5
COc1ccc(C(CC(=O)O)NC(=O)COc2ccccc2)cc1OC (stereo unspecified)	1	2	5	-2.0	4	-1	1	1	0	12
CCC(=O)/C=C1\Sc2ccc(OC)cc2N1CCO	-1	0	1	-2.7	4	-1	-4	-4	-2	4
CCCOC1CCCN(Cc2nc(-c3ccc(C(=O)OC)cc3)no2)C1 (stereo unspecified)	2	3	-6	0.2	-1	-3	-9	8	1	0
O=C(O)c1ccc(N=Cc2c(O)ccc3oc4c(c23)CCCC4)cc1	4	7	-3	-1.0	-5	9	2	-3	3	14
CCOC(=O)Nc1ccc(C)cc1NC(=O)OCC	-5	-2	4	-0.6	3	4	-1	5	2	-4
CCOC(=O)c1c(C)oc2ccc(OCC(=O)N(CC)CC)cc12	-3	0	4	-1.4	-2	1	-8	1	1	5
CS(=O)(=O)N(Cc1ccc(Cl)cc1)c1ccc(C(=O)NCCC2=CCCCC2)cc1	0	-6	4	1.6	-6	-3	-1	7	-4	-1
COc1cccc(C(=O)Oc2cc3c4c(c2)C(C)=CC(C)(C)N4C(=O)C3=O)c1	-3	-8	27	-1.1	-5	-70	-2	0	-3	5
C#CCN1C(=O)S/C(=C\c2ccc(-c3ccc(Cl)c(C(=O)O)c3)o2)C1=O	1	3	9	-4.3	1	7	15	9	5	5
O=C(O)CCc1ccc(-c2ccccc2)n1-c1cccc(C(=O)O)c1	6	0	4	-1.7	2	-1	10	6	-2	-5
COc1ccc(-c2cc(C(=O)N3CCN(S(=O)(=O)c4ccccc4)CC3)[nH]n2)cc1	-1	2	-5	0.2	-4	-8	5	4	4	9
CCn1cc(C(=O)Nc2ccc(Cl)cc2Cl)cn1	0	5	1	-0.6	0	1	0	7	2	-2

Complete entries, quoted from the list. Values in the order: SMARCA2 act, NPR1 activator, mABHD4 FP, PG9 Ab binder, NPR2 activator, HTRA1 inh, rCAG RNA binder, ASAP1 inh, Rev-erbA mod, ARFGAP1 inh
`CC(=O)N1CCc2c(sc(NC(=O)c3ccc(S(=O)(=O)N(C)C)cc3)c2C#N)C1` as listed: -4, 1, 0, 0.0, -9, 0, 32, 3, -7, 15
`O=C(C1=C(O)C(=O)N(c2ncccn2)C1c1cccs1)c1ccco1` (stereo unspecified) as listed: 0, -3, 7, 0.6, 4, 17, 0, -9, 2, 3

Given with bars between the fields: entries from further up.
SMILES | SMARCA2 act | NPR1 activator | mABHD4 FP | PG9 Ab binder | NPR2 activator | HTRA1 inh | rCAG RNA binder | ASAP1 inh | Rev-erbA mod | ARFGAP1 inh
CC[n+]1c(/C=C2/C=C(C)CC(C)(C)C2)sc2ccc(OC)cc21 | -2 | -8 | -3 | -2.3 | -6 | 8 | 8 | 12 | 8 | 5
COc1ccc(NC(=O)Nc2cccc3c2O[C@H](CN(C)S(=O)(=O)c2cn(C)cn2)[C@@H](C)CN([C@H](C)CO)C3=O)cc1 | -1 | 2 | 5 | 0.0 | 4 | -3 | 0 | 1 | -5 | 5
